NPY1 pot ag: human NPY-Y1 potentiation or agonism, primary screen | P25929 | NPY-Y1 expressing cells, potentiator/agonist activation | activation, % at 3.6 µM | actives 0.37% (n = 220,000) | AID 1304; in the data active = activation above about 33%, passing the limit was not always enough;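 also: cells stimulated with NPY at EC10 then isoproterenol at EC100; 0% = low agonist plus stimulus and 100% = saturating agonist plus stimulus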
Target sequence (P25929 whole entry, looked up): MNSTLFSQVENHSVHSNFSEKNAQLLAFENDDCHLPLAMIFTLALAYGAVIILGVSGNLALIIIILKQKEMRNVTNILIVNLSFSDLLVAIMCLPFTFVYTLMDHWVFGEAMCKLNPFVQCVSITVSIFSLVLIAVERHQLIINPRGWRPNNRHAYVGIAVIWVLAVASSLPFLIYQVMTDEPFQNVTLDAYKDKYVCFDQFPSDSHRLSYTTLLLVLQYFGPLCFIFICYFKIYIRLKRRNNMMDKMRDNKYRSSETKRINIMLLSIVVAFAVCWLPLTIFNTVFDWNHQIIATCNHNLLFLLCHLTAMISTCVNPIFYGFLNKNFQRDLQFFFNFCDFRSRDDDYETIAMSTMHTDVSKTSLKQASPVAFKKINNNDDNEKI
S1P4 antag: blocks the human S1P4 receptor. inhibition, % at 4.98 µM. S1P4-expressing cells, antagonist mode, reporter read-out. actives 0.26% (n = 220,000). O95977. AID 1510; in the data active = inhibition above about 29%;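 also: 0% = wells stimulated with agonist and 100% = vehicle wells without agonist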
Target sequence (O95977 whole entry, looked up): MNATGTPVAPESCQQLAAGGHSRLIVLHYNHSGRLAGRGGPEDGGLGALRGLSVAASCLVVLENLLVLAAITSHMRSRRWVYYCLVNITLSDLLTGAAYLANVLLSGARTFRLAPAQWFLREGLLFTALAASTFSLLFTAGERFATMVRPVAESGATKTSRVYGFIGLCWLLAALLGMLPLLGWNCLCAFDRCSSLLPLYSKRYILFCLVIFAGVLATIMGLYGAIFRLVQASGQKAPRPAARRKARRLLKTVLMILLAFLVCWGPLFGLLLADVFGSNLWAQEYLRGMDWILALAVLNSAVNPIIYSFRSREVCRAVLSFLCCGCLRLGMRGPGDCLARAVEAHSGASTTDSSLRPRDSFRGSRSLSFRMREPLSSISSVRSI
S1P4 ag: agonists of human S1P4 receptor; actives 0.35% (n = 220,000); O95977; S1P4-expressing cell line, agonist reporter assay; activation, % at 4.98 µM; in the data active = activation above about 11%;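 also: 0% = DMSO vehicle and 100% = reference agonist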
p97 ATPase inh: human p97 ATPase inhibition; inhibition, % at 8 µM; actives 0.42% (n = 220,000); AID 1481; recombinant p97 ATPase, Kinase-Glo ATP luminescence, 3 h; P55072; in the data active = inhibition above about 15%;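 also: 0% = DMSO vehicle and 100% = wells lacking enzyme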
eIF4E 4G PPI: eIF4E/eIF4G interaction inhibition in translation initiation | actives 0.37% (n = 220,000) | AID 782 | TR-FRET eIF4E-eIF4GI(517-606) binding, 2 h | P63073+Q04637 | inhibition, % at 21.7 µM;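 active = inhibition above about 30%, limit read from the data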;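 also: 0% = full FRET control wells and 100% = background wells lacking eIF4GI fragment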
NPY-Y2 PAM-ag: human NPY-Y2 potentiation or agonism, primary screen | cells expressing NPY-Y2, potentiator/agonist read-out | activation, % at 3.6 µM | actives 0.45% (n = 220,000); in the data active = activation above about 27%;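 also: cells stimulated with NPY near EC25 plus isoproterenol at EC100; 0% = vehicle plus submaximal agonist and 100% = vehicle plus saturating agonist; some results beyond the cut were filed as inactive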
EP2 antag: blocks the human prostaglandin E2 receptor EP2; inhibition, % at 25 µM; actives 0.52% (n = 260,000); C6 glioma cells expressing human EP2, cAMP TR-FRET; cells stimulated with saturating PGE2; P43116; AID 1422;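 active = percent inhibition above 40 after rounding to a whole number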;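 also: rat C6 glioma host cells with rolipram phosphodiesterase inhibitor present; the protocol text gives 20 µM as final concentration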
EP2 mod: EP2 receptor (human) modulation. EP2-expressing cells, cAMP HTRF FRET, PGE2 co-stimulation. induction, % at 25 µM. actives 0.83% (n = 260,000). AID 940;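 active = compounds whose cAMP rise, as percent of the full-agonist control response, exceeds 60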;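 also: rat C6 glioma line stably carrying human EP2 under a CMV promoter; the protocol text gives 20 µM as final concentration; 100% = response of wells given 1 µM PGE2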
NPY Y1 blocker: NPY-Y1 (human) receptor antagonism; P25929; HEK293-CNG Y1 cells, membrane potential fluorescence; NPY at EC95, then isoproterenol; inhibition, % at 3.6 µM; actives 1% (n = 200,000);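 active = inhibition above the campaign mean inhibition of all tested compounds plus 3 SD, cut at about 20% in these data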;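 also: 0% = DMSO wells given NPY plus isoproterenol and 100% = isoproterenol alone without NPY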
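Material: HEK293 cells co-expressing NPY Y1 receptor and cyclic-nucleotide gated channel. Timing: compound incubation 1 h at room temperature, readout 45 min post-stimulation. Signal: fluorescence, membrane potential probe.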
Starred values were filed as active, the others as inactive; · = not tested or not shown; & = joins results of further samples; [ ] = remark or other dose. Some of the compounds tested. The share of hits here may be higher or lower than overall.

1. O=C(c1ccc2c(=O)n(CC3CCCO3)c(=S)[nH]c2c1)N1CCN(c2ccccc2)CC1 (stereo unspecified)
2. Cc1occc1-c1nnc(SCC(=O)N(C)C)o1
3. CCC(C)NS(=O)(=O)c1ccc(-c2csnn2)s1 (stereo unspecified)
4. Cc1ccc(Sc2cnc(N)nc2C)cc1
5. Cc1ccc(C(=O)NNc2c3ccccc3nc3ccccc23)cc1
6. CCOC(=O)C(NC(=O)CC)(Nc1ccc(S(=O)(=O)Nc2onc(C)c2C)cc1)C(F)(F)F (stereo unspecified)
7. O=C(CNC(=S)N(Cc1ccccc1)Cc1ccccc1F)NCCc1ccccc1
8. O=C(Nc1ccccc1)c1ccc(NCCN2C(=O)CCC2=O)c([N+](=O)[O-])c1

assay / entry	1	2	3	4	5	6	7	8
NPY1 pot ag	-12	-2	-8	-5	35	-1	-5	14
S1P4 antag	-11	11	-27	-2	-22	-11	-34	7
S1P4 ag	1.2	-0.1	2.1	0.6	3.1	1.1	0.9	4.8
p97 ATPase inh	2	-3	-3	1	-1	5	-13	6
eIF4E 4G PPI	3	-4	0	0	2	1[fluorescence artefact?]	3	-1
NPY-Y2 PAM-ag	20	-11	3	10	17	10	-4	-1
EP2 antag	12	13	11	5	3	10	2	11
EP2 mod	20	-1	20	-12	-69	8	23	-85
NPY Y1 blocker	3	12	3	3	·	3	-4	4

9. O=[N+]([O-])c1cc(CSC2=NCCN2)ccc1O
10. O=C(C[n+]1ccc(C(=O)N/N=C/c2ccc(OCc3ccccc3)cc2)cc1)c1ccccc1
11. Clc1ccc(CSc2nnnn2-c2ccc3c(c2)OCO3)c(Cl)c1
12. Cn1nnnc1SCc1c(F)cccc1F
13. Cc1cc(Cl)ccc1OCC(O)CN1C(C)CCCC1C (stereo unspecified)
14. C=CCn1c(SCC(=O)c2cc(C)n(CCOC)c2C)nc2sc(C)c(C)c2c1=O
15. CCC(C)(C)n1nnnc1C(c1cccs1)N1CCc2ccccc21 (stereo unspecified)
16. CCOc1ccc(NC(=O)COC(=O)Cc2ccc(S(=O)(=O)N3CCOCC3)s2)cc1

assay / entry	9	10	11	12	13	14	15	16
NPY1 pot ag	5	-26	-23	20	-12	26	-1	3
S1P4 antag	0	20	15	-9	-9	-6	1	-7
S1P4 ag	-1.3	0.0	2.5	0.4	-0.9	-0.6	0.2	-2.7
p97 ATPase inh	0	2	3	2	1	-1	-3	1
eIF4E 4G PPI	1	-2	0	3	0	-15	-3	-4
NPY-Y2 PAM-ag	7	-19	-2	7	-12	-7	-16	-1
EP2 antag	7	13	8	7	13	42*	9	6
EP2 mod	-15	-4	1	15	-41	-39	38	-33
NPY Y1 blocker	·	5	11	-5	6	-3	19	-2

17. CCCCS/C(=C(/C#N)C(N)=O)c1cc2c([nH]1)CCCC2
18. Cc1occc1C(=O)NC(C)CCc1ccccc1 (stereo unspecified)
19. Cc1noc(C)c1S(=O)(=O)N1CCC(C(=O)N2CCN(c3ccc(Cl)cc3)CC2)CC1
20. O=C(c1cc(NC(=O)C23CC4CC(CC(C4)C2)C3)cc(NC(=O)C23CC4CC(CC(C4)C2)C3)c1)N1CCCCC1
21. CN(C)c1ccc(CNC23CN4CN(CN(C4)C2)C3)cc1
22. COc1ccc(NC(=O)c2sc(N3CCOCC3)nc2-c2ccccc2)c(OC)c1
23. CC(=O)N(C)c1ccc(NC(=S)NCC(C)C)cc1
24. CC(C)(C)NCCCOc1ccc(Cl)cc1C(C)(C)C

assay / entry	17	18	19	20	21	22	23	24
NPY1 pot ag	16	-22	-2	20	4	-10	9	-7
S1P4 antag	0	1	-22	-5	-19	-17	0	10
S1P4 ag	0.5	1.3	-2.0	2.5	0.8	0.0	1.0	3.5
p97 ATPase inh	-1	0	-3	-2	1	1	7	4
eIF4E 4G PPI	0	3	-3	3[fluorescence artefact?]	6	-1	-3	3
NPY-Y2 PAM-ag	14	-6	5	-4	9	7	-1	2
EP2 antag	7	1	·	5	17	4	0	10
EP2 mod	22	23	-12	8	25	46	15	-47
NPY Y1 blocker	-1	16	4	8	3	1	8	9

25. O=C(Nc1cc(C(F)(F)F)ccc1N1CCOCC1)c1cccc(F)c1
26. CCCCN1C(=O)c2ccc(C(=O)Nc3ccc(C)c(S(=O)(=O)N(C)C)c3)cc2C1=O
27. Cc1cc(NC(=O)c2ccc(C#N)cc2)on1
28. CCOC(=O)c1c(NC(=O)c2cc3n(n2)C(C(F)(F)F)CC(c2ccccc2)N3)sc(C)c1C (stereo unspecified)
29. Cc1ccc(CN2CCNC(=O)C2CC(=O)N(Cc2c(C)nn(C)c2C)C2CC2)o1 (stereo unspecified)
30. O=C(Cn1c(O)c(/C=C2\C=Nc3ccccc32)sc1=O)Nc1ccc2c(c1)OCO2
31. COc1cccc(CNC(=O)c2cc3oc4ccccc4c3n2C)c1OC
32. COc1ccc(N2CCN(C(CNS(C)(=O)=O)c3ccco3)CC2)cc1 (stereo unspecified)

assay / entry	25	26	27	28	29	30	31	32
NPY1 pot ag	-12	-12	-4	-5	0	-7	-8	-1
S1P4 antag	-8	-12	3	0	-10	16	15	3
S1P4 ag	-0.8	0.1	-0.2	-1.8	0.0	0.9	0.3	-1.9
p97 ATPase inh	-3	4	1	2	-1	6	1	1
eIF4E 4G PPI	2	2	4	24	-1	-26	11	2
NPY-Y2 PAM-ag	-5	-14	7	-12	-10	-13	-4	9
EP2 antag	14	8	3	6	6	2	29	13
EP2 mod	-1	-7	4	11	-5	13	-49	1
NPY Y1 blocker	6	-2	-1	-2	3	0	8	2

Carrying on:
| # | mol | NPY1 pot ag | S1P4 antag | S1P4 ag | p97 ATPase inh | eIF4E 4G PPI | NPY-Y2 PAM-ag | EP2 antag | EP2 mod | NPY Y1 blocker |
| --- | --- | --- | --- | --- | --- | --- | --- | --- | --- | --- |
| 33 | CCn1cc(C(=O)O)c(=O)c2cc(F)c(N3CCN(S(=O)(=O)c4ccc(Br)cc4)CC3)cc21 | -20 | 2 | 3.4 | 5 | 3 | 15 | 8 | 7 | 2 |
| 34 | COc1ccc(NC(=O)/C(C#N)=C\c2cc(OC)c(OCc3ccc(C(=O)O)cc3)cc2Br)cc1 | 5 | -5 | 0.9 | 8 | 3 | 4 | 15 | -40 | 3 |
| 35 | O=C(CN1CCN(c2ccc(O)cc2)CC1)Nc1ccc2c(c1)OCCO2 | 20 | 2 | 2.9 | 8 | -3 | 3 | 8 | -24 | -2 |
| 36 | CC(C)(C)c1ccc(C(=O)NC(Cc2ccccc2)C(=O)O)cc1 (stereo unspecified) | -9 | -6 | -1.5 | 0 | 3 | -30 | 3 | 6 | -1 |
| 37 | CCN1C(=O)/C(=C\c2ccncc2)SC1=Nc1ccc(C)c(C)c1 | 2 | -1 | 6.1 | 6 | 4 | -10 | 3 | 31 | 6 |
| 38 | O=C(CSCc1ccc(Cl)cc1)N/N=C/c1ccc(OCC(=O)Nc2ccccc2)cc1 | 7 | -15 | 0.3 | 7 | -5[fluorescence artefact?] | 9 | 12 | -43 | -10 |
| 39 | CN(CCc1ccccn1)C(=O)CCC1CCCN(C(=O)c2n[nH]c3c2CCCC3)C1 (stereo unspecified) | 1 | -15 | -0.2 | -1 | 2 | -2 | 0 | 12 | 1 |
| 40 | COc1ccc(NC(=O)c2[nH]c(C)c(C(C)=O)c2C)cc1 | -6 | 2 | 0.3 | 2 | 3 | -6 | 6 | -18 | -1 |
| 41 | O=C(O)CSc1c(-c2cccs2)[nH]c2ccccc12 | 12 | -15 | 0.5 | 0 | 4 | 14 | 4 | 12 | 12 |
| 42 | CC(NCc1nc2ccccc2n1C)C12CC3CC(CC(C3)C1)C2 (stereo unspecified) | 17 | 7 | -0.9 | 0 | 4 | -8 | 12 | -12 | 10 |
| 43 | Nc1nc2c(s1)COc1ccccc1-2 | -4 | -23 | -0.9 | 1 | -2 | -21 | 10&9 | -49&-3 | -1 |
| 44 | Cc1ccc(-c2nc(C#N)c(NCC3CCCO3)o2)cc1 (stereo unspecified) | 12 | 9 | 0.0 | 2 | 0 | -2 | 12 | 2 | 5 |
| 45 | CC(=O)OC1(C(F)(F)F)Oc2ccccc2NC1=O (stereo unspecified) | 0 | -9 | -0.4 | -2 | · | -4 | 9 | · | -1 |
| 46 | COc1ccc(CN(C(=O)c2nsc(Cl)c2Cl)C(C(=O)NC2CCCC2)c2ccc(C)cc2)cc1 (stereo unspecified) | -51 | -5 | 0.4 | 4 | 1[fluorescence artefact?] | -17 | 8 | 42 | 44* |
| 47 | O=C(c1coc2ccccc2c1=O)N1CCN(c2cccc(C(F)(F)F)c2)CC1 | -32 | 17 | -1.3 | 3 | 3 | -20 | · | -21 | 9 |
| 48 | Cc1cccc(N2CCN(C(=O)C3CCN(c4nnc(-n5cccc5)s4)CC3)CC2C)c1 (stereo unspecified) | -11 | -2 | -1.2 | -7 | -11 | -9 | 13 | -36 | 1 |
| 49 | CC(C)C(C(=O)OCC(=O)c1cccc([N+](=O)[O-])c1)N1C(=O)[C@@H]2[C@H]3CC[C@H](C3)[C@@H]2C1=O (stereo partly specified) | 5 | -6 | 2.2 | -1 | 18[fluorescence artefact?] | 8 | 8 | 11 | -2 |
| 50 | CC1(C)CC(=O)C2=C(C1)OC(N)=C(C#N)C2c1ccccc1[N+](=O)[O-] (stereo unspecified) | 26 | -8 | 0.1 | 5 | 0 | 1 | 6 | 2 | -4 |
| 51 | CCCn1c(NC(=O)c2ccccc2Br)nc2ccccc21 | -6 | 3 | 1.5 | -4 | 1 | -8 | 3 | 47 | -4 |
| 52 | O=C(CSc1nnc(Cn2c(=O)sc3ccccc32)n1-c1ccccc1)NCc1ccco1 | 3 | -9 | 0.7 | -2 | -5[fluorescence artefact?] | 10 | 7 | 8 | -3 |
| 53 | CC(=O)c1ccccc1OCCOCCOCCOc1ccccc1C(C)=O | 10 | 1 | 0.5 | 1 | 4 | -12 | 3 | -12 | 1 |
| 54 | Cc1nc(SCC(O)CCl)c([N+](=O)[O-])[nH]1 (stereo unspecified) | -16 | -8 | 1.0 | -1 | 0 | -8 | 12&15 | -11&34 | 11 |
| 55 | O=C(OCc1cc2ccccc2[nH]c1=O)c1cccs1 | -28 | -8 | 3.9 | 3 | -8[fluorescence artefact?] | 3 | 5 | 5 | 0 |
| 56 | CC1CCCCC1NCC(=O)Nc1ccccc1-c1ccccc1 (stereo unspecified) | -21 | -14 | -0.1 | -8 | -5[fluorescence artefact?] | -13 | 7 | 58 | 7 |
| 57 | Cc1c(Br)c([N+](=O)[O-])nn1CC(=O)NCCc1c[nH]c2ccccc12 | -1 | 5 | -2.3 | -2 | 3 | -19 | 3 | -21 | -1 |
| 58 | O=c1[nH]c2ccccc2n2cnnc12 | -15 | 4 | 0.8 | 0 | 1 | -14 | 6 | 15 | 0 |
| 59 | CCCc1nn2c(=O)cc(O)nc2s1 | 5 | -21 | 0.4 | 2 | 6 | 18 | 3 | 14 | 6 |
